# High-throughput results: PubChem, Sanford-Burnham Center for Chemical Genomics
# UBC13 polyUb = UBC13 polyubiquitin chain formation inhibitors, primary screen, biochemical, TR-FRET, uHTS. Ubiquitin-conjugating enzyme E2 N (Homo sapiens), P61088. inhibition, % at 20 µM. 0.47% of 330,000 active. AID 485273, 2010; in the data active = inhibition above about 45%, passing the limit was not always enough
# Target sequence (P61088 whole entry, looked up): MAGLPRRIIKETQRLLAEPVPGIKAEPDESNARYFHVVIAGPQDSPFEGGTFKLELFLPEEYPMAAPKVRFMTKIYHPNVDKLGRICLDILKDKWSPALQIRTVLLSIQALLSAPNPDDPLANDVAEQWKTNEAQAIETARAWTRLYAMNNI
# Jurkat NFkB inh = inhibitors of induced NF-kB luciferase reporter, primary screen, TCR NF-kB activation inhibitor project, cell-based, luminescence, uHTS. 0.53% of 330,000 active. inhibition, % at 4 µM. AID 435003, 2010. Jurkat, PMA/ionomycin-induced NF-kB luciferase reporter; in the data active = inhibition above about 50%
# CCR6 antag = CCR6 receptor antagonists, primary screen, cell-based, CHO-K1, luminescence, beta-arrestin, uHTS. CHO-K1 CCR6 PathHunter beta-arrestin, CCL20-stimulated. inhibition, % at 20 µM. 0.49% of 340,000 active;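 active = compounds whose inhibition of the agonist-driven luminescence signal at 20 µM reaches about 50%, limit read from the data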;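 also: cells stimulated with CCL20 at 14 nM final; plate controls were DMSO with CCL20 for no effect and DMSO without agonist for full effect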
# Target sequence (P51684 whole entry, looked up): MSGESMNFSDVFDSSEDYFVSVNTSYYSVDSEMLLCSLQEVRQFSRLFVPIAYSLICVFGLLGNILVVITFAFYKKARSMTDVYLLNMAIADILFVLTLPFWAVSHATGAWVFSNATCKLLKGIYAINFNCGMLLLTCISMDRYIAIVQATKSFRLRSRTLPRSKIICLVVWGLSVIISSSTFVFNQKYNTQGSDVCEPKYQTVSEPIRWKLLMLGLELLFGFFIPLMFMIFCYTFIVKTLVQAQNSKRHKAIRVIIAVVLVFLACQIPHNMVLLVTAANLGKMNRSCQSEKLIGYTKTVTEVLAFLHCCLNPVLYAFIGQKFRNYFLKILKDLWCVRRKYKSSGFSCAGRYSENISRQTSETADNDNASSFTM
# CXCR6 block = CXCR6 receptor inhibitors, primary screen, cell-based, beta-arrestin, luminescence, CHO-K1 PathHunter, 1536-well; C-X-C chemokine receptor type 6 (Homo sapiens), O00574; inhibition, % at 20 µM; 0.36% of 360,000 active; AID 602244, 2012; in the data active = inhibition above about 34%, passing the limit was not always enough;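 also: antagonist mode with CXCL16 agonist at 10 nM final; 0% = 10 nM CXCL16 with DMSO and 100% = unstimulated wells without agonist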
# EBI2 block = EBI2 receptor antagonists, beta-arrestin recruitment, primary screen, cell-based, luminescence, 7a,25-OHC stimulation, uHTS | G-protein coupled receptor 183 (Homo sapiens), P32249 | 7a,25-OHC stimulated | inhibition, % at 5 µM | 0.81% of 360,000 active | AID 651636, 2012; in the data active = inhibition above about 38%;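 also: enzyme fragment complementation signal reports receptor beta-arrestin coupling in cells; 0% = agonist plus DMSO wells and 100% = wells without agonist; some results beyond the cut were filed as inactive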
# Target sequence (P32249 whole entry, looked up, the tested form may be a part): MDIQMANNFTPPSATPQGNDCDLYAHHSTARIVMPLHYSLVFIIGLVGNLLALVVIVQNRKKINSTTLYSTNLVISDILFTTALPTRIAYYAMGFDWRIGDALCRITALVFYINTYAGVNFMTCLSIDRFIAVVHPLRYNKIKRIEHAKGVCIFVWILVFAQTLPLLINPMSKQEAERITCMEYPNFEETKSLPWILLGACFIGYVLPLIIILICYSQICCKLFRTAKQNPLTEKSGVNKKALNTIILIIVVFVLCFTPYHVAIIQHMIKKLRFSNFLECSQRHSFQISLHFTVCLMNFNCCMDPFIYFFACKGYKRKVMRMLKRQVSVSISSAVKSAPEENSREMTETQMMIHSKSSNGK
# 697 NFkB inh = inhibitors of PMA/ionomycin-induced NF-kB reporter, 697 cells, primary screen, B-cell NF-kB inhibitor project, cell-based, luminescence, uHTS; 0.33% of 330,000 active; inhibition, % at 4 µM; 697 B-cell NF-kB luciferase reporter, 16 h; in the data active = inhibition above about 35%
# Gli-Sufu block = Gli-Sufu pathway antagonists, primary screen, luciferase luminescence, Sufu-KO-LIGHT cells, uHTS; 0.74% of 340,000 active; Sufu-KO-LIGHT fibroblasts, Gli luciferase reporter luminescence; AID 588413, 2011; inhibition, % at 5 µM;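 active = inhibition above about 55%, limit read from the data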;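 also: 0% = DMSO-treated cells and 100% = wells with medium but no cells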
# APJ antag = antagonists of human apelin receptor APJ, primary screen, CHO-K1 cells, beta-arrestin complementation, luminescence. P35414. inhibition, % at 20 µM. 0.32% of 330,000 active. AID 2521, 2010;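 active = inhibition above about 40% at 20 µM, limit read from the data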;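 also: cells challenged with 10 nM apelin-13 agonist together with compound; plate controls were apelin-13 plus DMSO wells for no effect and DMSO wells lacking apelin-13 for full effect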
# * = called active by the depositor; . = not tested or not shown.
SMILES,UBC13 polyUb,Jurkat NFkB inh,CCR6 antag,CXCR6 block,EBI2 block,697 NFkB inh,Gli-Sufu block,APJ antag
O=C(CSc1nc2ccc([N+](=O)[O-])cc2[nH]1)c1ccc(Cl)cc1,-1,1,5,-2,-5,-7,38,7
Cc1ccc(-n2ncc3c(=O)[nH]c(SC(C)C)nc32)cc1,-11,3,19,4,-6,-5,5,2
CC/C(C)=N/Nc1cccc([N+](=O)[O-])c1,-4,-1,25,-4,-9,2,-7,0
CCn1c(C)cc(/C=C2/SC(=O)N(C(C)C(=O)OC)C2=O)c1C (stereo unspecified),0,-49,-1,2,-9,-106,-61,16
CCCCSc1nnc(CSc2nc3nc(C)cc(C)n3n2)o1,2,-21,-4,4,-9,-50,-9,7
COc1ccc(CN2C(=O)c3cccnc3C2=O)cc1S(=O)(=O)N(C)Cc1ccco1,-13,-1,12,-3,-6,-24,-11,-2
C=C1CCC(N(O)c2cc(C)on2)C(=C)CCC2C1CC2(C)C (stereo unspecified),1,-3,25,-18,-21,-28,-14,14
O=C(O)c1ccc(-c2ccc(OS(=O)(=O)c3ccccc3F)cc2)cc1,-2,-13,11,-16,-5,-56,-31,-15
COc1ccc(C(CNC(=O)c2oc3ccccc3c2C)N2CCCC2)cc1 (stereo unspecified),16,-6,13,6,-1,2,16,-1
CCOC(=O)C1=C(COC(=O)C2(C)CC2(Cl)Cl)NC(=O)NC1c1ccccc1 (stereo unspecified),11,0,3,1,1,-8,-8,-15
COc1ccc(-c2[nH]ncc2CNCCCSC)cc1F,6,12,3,-1,7,17,-18,-10
CC(C)NC(=O)NS(=O)(=O)c1cnccc1NC1CC2CCC1C2 (stereo unspecified),-1,1,4,-16,4,8,3,10
Cc1cc(N2CCCC2)nc(N2C3CCC2CC(O)(c2ccc(F)cc2)C3)n1 (stereo unspecified),22,15,.,.,.,-11,.,4
O=S(=O)(NCc1ccco1)c1cccc(S(=O)(=O)N2CCCCC2)c1,2,0,-2,-3,6,17,-1,8
COc1ccc(C(=O)c2cc(C(C)=O)c(Nc3ccccc3)s2)cc1,-8,21,16,-1,20,-36,12,4
CCOc1ccc(S(=O)(=O)NCCC(=O)N2CCN(Cc3ccccc3)CC2)cc1,6,-4,3,-17,-13,2,0,0
Cc1ccc(C)c(N2CCN(CCCNC(=O)Cn3cc4c(n3)CCCCC4)CC2)c1,24,5,15,4,2,13,6,14
O=C(O)CCCN=CC1=C(O)CNC1=O,-1,-2,0,-1,-1,-12,-1,-1
CC1=CC2=NC(=O)/C(=C\c3cccn3CCOc3ccccc3)C(=N)N2O1,-15,-15,41,11,4,-15,4,2
O=C(O)[C@@H]1Cc2ccccc2N1,7,7,-11,-4,-9,6,2,3
CN(CC1CCCN(CCc2ccc(F)cc2)C1)C(=O)CCC(F)(F)F (stereo unspecified),4,3,4,5,1,-4,18,2
COCCNC(=O)CCCn1c(=O)c2cc(OC)c(OC)cc2n(CC(=O)Nc2ccc(F)cc2)c1=O,12,2,9,-3,-8,8,3,4
C=CCNC(=O)CN1c2cccc3cccc(c23)S1(=O)=O,7,3,13,-6,-9,-9,-4,-3
O=C(C1=C[C@H](c2ccc(Br)cc2)C[C@H](OCCCCO)O1)N1CCN(Cc2ccccc2)CC1,13,0,-6,-14,13,2,36,15
CCCCC#Cc1ccc(C(=O)NNC(=O)Nc2cc(Cl)cc(Cl)c2)o1,-3,19,-20,9,3,13,-12,16
N#Cc1nc(COc2ccc(Cl)cc2)oc1N1CCCCCC1,6,7,14,-2,35,6,10,2
CSc1sc(C#N)c2c1/C(=N\O)CCC2,-6,-8,2,-17,-9,-24,-6,3
C=CCNC(=S)NNC(=O)c1csc(CC)c1,0,3,2,-1,-11,-3,7,-1
CCOC(=O)CN(C(=O)CSc1nnc(-c2cccc(OC)c2)o1)c1ccc(F)cc1,15,-5,2,2,0,6,99*,-4
COCC(C)n1c(SCC(=O)N2CCOCC2)nc2ccccc2c1=O (stereo unspecified),3,10,5,4,-1,10,-14,1
CCOc1ccc(CCNC(=O)COC(=O)c2c(OC)cccc2OC)cc1OCC,-1,15,9,-5,-9,10,7,16
CC1(C)CC(N2CCN(CCO)CC2)=CC(=S)N1,3,-4,-3,-8,7,-11,-1,-9
Cc1ccc(Nc2nc(N)nc(CN3CCN(Cc4ccc5c(c4)OCO5)CC3)n2)cc1,-5,26,-32,-7,-1,-5,-3,-3
O=C(Nc1cccc(Cl)c1)c1cc(S(=O)(=O)N2CCOCC2)cs1,12,1,9,-2,29,11,-22,5
FC(F)(F)C1=CC(c2ccc(Br)cc2)=NCCN1,-2,-7,8,-2,-9,10,5,12
CC(C)C(OC(=O)c1cc2occc2n1C)C(=O)NCc1ccc2c(c1)OCO2 (stereo unspecified),3,14,7,-4,-5,15,34,8
COc1ccc(CCN2CNc3c(c(=O)n(C)c(=O)n3C)C2)cc1,9,-1,12,-4,-4,3,4,-12
Cc1ccc(S(=O)(=O)N2CCCCC2)cc1NC(=O)CCc1nc2ccccc2c(=O)[nH]1,-2,1,3,1,7,15,-4,-58
CCOC(=O)C1CCN(c2ccc([N+](=O)[O-])cc2)CC1,-25,-5,16,5,2,-22,1,7
CNC[C@@H]1Oc2c(NC(=O)Nc3ccc(F)cc3)cccc2C(=O)N([C@H](C)CO)C[C@@H]1C,34,0,3,-8,-7,10,-15,17
C/C(CCC(C)C)=N\NC(=S)Nc1cc(S(=O)(=O)N2CCOCC2)ccc1N1CCOCC1,-29,5,-7,5,7,-1,2,-8
Cc1ccc2[nH]cc(CCNC(=O)/C=C/c3ccco3)c2c1,0,32,8,7,2,-1,-1,-8
Cc1ccc(C(=O)Nc2nc(-c3cc(Cl)sc3Cl)cs2)cc1,-15,9,21,-8,23,-29,1,6
Cc1ccccc1C(=O)NCc1nnc(SCC(=O)N2c3ccccc3Sc3ccccc32)n1C,12,-1,3,7,4,27,-4,-1
O=C1SC(c2ccccc2)=N/C1=C/c1ccco1,1,0,6,1,-9,3,25,4
Cc1c(NC(=O)c2ccc(Br)o2)c(=O)n(-c2ccccc2)n1C,-3,-11,-2,6,-7,3,2,5
COCCNC(=O)CN(C(=O)CCC(=O)Nc1ccccn1)c1ccc(F)c(Cl)c1,2,4,.,-4,-4,8,.,9
CCN(CC)CCNC(=O)c1ccc(N2CCCCC2)c(NS(=O)(=O)c2ccc(C)cc2)c1,27,-13,16,8,5,-12,0,19
COc1ccc(CCN2CC(C(=O)NCCc3ccc(C(F)(F)F)cc3)CCC2=O)cc1 (stereo unspecified),-2,-17,11,4,19,-23,52,1
COc1cc(C(c2c(NC(=O)c3ccco3)sc(C)c2C)N2CCOCC2)cc(OC)c1OC (stereo unspecified),2,5,20,-4,-11,-1,4,-8
CC/C(=N\NC(=O)Nc1ccccc1)c1ccccc1,0,17,-8,-3,2,6,8,5
CCN(CC)CCCNC(=O)Cn1ccc2ccccc2c1=O,0,-4,-3,-2,-12,2,0,8

# 16 of the compounds above, with two lines to a compound.
# Every second line gives: UBC13 polyUb, Jurkat NFkB inh, CCR6 antag, CXCR6 block, EBI2 block, 697 NFkB inh, Gli-Sufu block, APJ antag
FC(F)(F)C1=CC(c2ccc(Br)cc2)=NCCN1
    -2, -7, 8, -2, -9, 10, 5, 12
CC(C)C(OC(=O)c1cc2occc2n1C)C(=O)NCc1ccc2c(c1)OCO2 (stereo unspecified)
    3, 14, 7, -4, -5, 15, 34, 8
COc1ccc(CCN2CNc3c(c(=O)n(C)c(=O)n3C)C2)cc1
    9, -1, 12, -4, -4, 3, 4, -12
Cc1ccc(S(=O)(=O)N2CCCCC2)cc1NC(=O)CCc1nc2ccccc2c(=O)[nH]1
    -2, 1, 3, 1, 7, 15, -4, -58
CCOC(=O)C1CCN(c2ccc([N+](=O)[O-])cc2)CC1
    -25, -5, 16, 5, 2, -22, 1, 7
CNC[C@@H]1Oc2c(NC(=O)Nc3ccc(F)cc3)cccc2C(=O)N([C@H](C)CO)C[C@@H]1C
    34, 0, 3, -8, -7, 10, -15, 17
C/C(CCC(C)C)=N\NC(=S)Nc1cc(S(=O)(=O)N2CCOCC2)ccc1N1CCOCC1
    -29, 5, -7, 5, 7, -1, 2, -8
Cc1ccc2[nH]cc(CCNC(=O)/C=C/c3ccco3)c2c1
    0, 32, 8, 7, 2, -1, -1, -8
Cc1ccc(C(=O)Nc2nc(-c3cc(Cl)sc3Cl)cs2)cc1
    -15, 9, 21, -8, 23, -29, 1, 6
Cc1ccccc1C(=O)NCc1nnc(SCC(=O)N2c3ccccc3Sc3ccccc32)n1C
    12, -1, 3, 7, 4, 27, -4, -1
O=C1SC(c2ccccc2)=N/C1=C/c1ccco1
    1, 0, 6, 1, -9, 3, 25, 4
Cc1c(NC(=O)c2ccc(Br)o2)c(=O)n(-c2ccccc2)n1C
    -3, -11, -2, 6, -7, 3, 2, 5
COCCNC(=O)CN(C(=O)CCC(=O)Nc1ccccn1)c1ccc(F)c(Cl)c1
    2, 4, ., -4, -4, 8, ., 9
CCN(CC)CCNC(=O)c1ccc(N2CCCCC2)c(NS(=O)(=O)c2ccc(C)cc2)c1
    27, -13, 16, 8, 5, -12, 0, 19
COc1ccc(CCN2CC(C(=O)NCCc3ccc(C(F)(F)F)cc3)CCC2=O)cc1 (stereo unspecified)
    -2, -17, 11, 4, 19, -23, 52, 1
COc1cc(C(c2c(NC(=O)c3ccco3)sc(C)c2C)N2CCOCC2)cc(OC)c1OC (stereo unspecified)
    2, 5, 20, -4, -11, -1, 4, -8
